From PubChem BioAssay
MBNL1 CUG block: inhibitors of human MBNL1 binding to CUG repeat RNA | Q9NR56 | TR-FRET MBNL1-His/biotin-(CUG)12 binding, 665/545 ratio | Potency, µM (series often up to 57.5 µM), for the others: at the highest dose activity change, negative = inhibition, most hits filed as inhibitors | 280,000 tested, 0.036% active; active = well fitted inhibition curve with a large enough effect in the signal ratio, with a control signal flat, not every such curve was filed as active; inconclusive = small, poorly fitted or top-dose-only effect, or effect the other way, or a change in a side signal; inactive = no such curve, though single readings can be large or run the other way; the % refers to the signal ratio; also: % is scaled to controls: 0 for no effect and ±100 for the full control effect
Target sequence (Q9NR56 whole entry, looked up): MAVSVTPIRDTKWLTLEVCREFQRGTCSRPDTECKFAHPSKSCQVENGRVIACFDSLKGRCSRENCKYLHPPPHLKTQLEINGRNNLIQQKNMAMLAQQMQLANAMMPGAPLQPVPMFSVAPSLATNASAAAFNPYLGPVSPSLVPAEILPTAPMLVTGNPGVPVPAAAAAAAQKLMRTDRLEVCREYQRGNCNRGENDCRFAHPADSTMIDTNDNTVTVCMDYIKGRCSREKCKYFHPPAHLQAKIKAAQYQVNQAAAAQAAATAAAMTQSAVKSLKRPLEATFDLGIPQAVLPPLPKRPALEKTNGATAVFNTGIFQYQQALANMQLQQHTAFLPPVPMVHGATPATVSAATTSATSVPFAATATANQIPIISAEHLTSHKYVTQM
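His-tagged MBNL1 binding to biotinylated (CUG)12 RNA was measured by TR-FRET using terbium anti-His antibody (0.055 ng/ul final) and streptavidin-XL665 (5 nM final). Compounds were titrated 92 nM to 58 uM; 60 min at room temperature.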
BRCA1 expr act: increases BRCA1 expression; MCF7-BRCA1-FFLuc reporter, luminescence, 48 h; response scale: scaled: vehicle 0%, 10 µM genistein 100%; Potency, µM (titrated, usually from 46.1 µM), for inactives: at the top dose activation, usual class: activators; 380,000 tested, 1.1% active; AID 624202; also: nearly all actives have a fitted effect of over 80% in size; some results filed as inactive show a strong effect at the top dose
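MCF7 cells carrying a BRCA1-firefly luciferase reporter (2000 cells/well, phenol-red free MEM) were attached for 2 h at 37 °C, then given compounds for 48 h. Luminescence was read 15 min after luciferase reagent; activity normalized to genistein (10 microM) and DMSO.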
MLL CXXC-DNA inh: MLL CXXC-DNA interaction inhibition | Potency, µM (highest dose often 115 µM), for the others: top-dose activity change, negative = inhibition, actives largely listed as inhibitors | MLL-CXXC / FITC-HOXA9 DNA fluorescence polarization | AID 2662 | 290,000 tested, 0.037% active; active = well fitted inhibition curve with a large enough effect in the polarisation, with a control signal flat, not every such curve was filed as active; inconclusive = small, poorly fitted or top-dose-only effect, or effect the other way, or a change in a side signal; inactive = no such curve, though single readings can be large or run the other way; the % refers to the polarisation
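Steps: dispense CXXC domain solution (7 uM) → pin compounds or unlabeled HOX-A9 DNA control → 5 min ambient → add FLSN-HOX-A9 solution (50 nM) → spin → 30 min ambient → fluorescence polarization. Tris pH 7.5/NaCl/DTT/BSA buffer.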
uPA generation: blocks generation of uPA at the cell surface; 330,000 tested, 0.31% active; cell surface uPA generation assay, qHTS; Potency, µM (series often up to 38.3 µM), for the others: at the top dose activity change, negative = inhibition, most hits filed as inhibitors; active = well fitted inhibition curve with a large enough effect; inconclusive = small, poorly fitted or top-dose-only effect; inactive = no such curve, though single readings can be large or run the other way; tested in mouse RAW 264.7 cells; also: % is scaled to controls: 0 for no effect and ±100 for the full control effect; nearly all actives have a fitted effect of over 55% in size
ELG1 genotox: genotoxicity induction in ELG1-luciferase HEK293T cells | HEK293T ELG1-luciferase reporter, luminescence, 16 h | Potency, µM (top dose mostly 46 µM), for inactives: top-dose activity change, positive = activation, usual class: activators | 330,000 tested, 1.3% active | AID 504466; also: % of control where 0% means no effect; nearly all actives have a fitted effect of over 60% in size
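Reporter readout depends on ELG1 protein level, which increases with genetic stress. After 16 hr compound exposure at 37 °C, luciferase activity was quantified using ONE-Glo.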
FLuc counter: firefly luciferase modulation, counter-screen for miR-21 project; P08659; 360,000 tested, 6.9% active; purified FLuc, Km substrates, luminescence inhibition; Potency, µM (series often up to 57.5 µM), for inactives: at the top dose activity change, negative = inhibition, actives largely listed as inhibitors; AID 588342;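 also: plate controls were vehicle for no effect and reference inhibitor for full effect; nearly all actives have a fitted effect of over 55% in size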
Target sequence (P08659 whole entry, looked up): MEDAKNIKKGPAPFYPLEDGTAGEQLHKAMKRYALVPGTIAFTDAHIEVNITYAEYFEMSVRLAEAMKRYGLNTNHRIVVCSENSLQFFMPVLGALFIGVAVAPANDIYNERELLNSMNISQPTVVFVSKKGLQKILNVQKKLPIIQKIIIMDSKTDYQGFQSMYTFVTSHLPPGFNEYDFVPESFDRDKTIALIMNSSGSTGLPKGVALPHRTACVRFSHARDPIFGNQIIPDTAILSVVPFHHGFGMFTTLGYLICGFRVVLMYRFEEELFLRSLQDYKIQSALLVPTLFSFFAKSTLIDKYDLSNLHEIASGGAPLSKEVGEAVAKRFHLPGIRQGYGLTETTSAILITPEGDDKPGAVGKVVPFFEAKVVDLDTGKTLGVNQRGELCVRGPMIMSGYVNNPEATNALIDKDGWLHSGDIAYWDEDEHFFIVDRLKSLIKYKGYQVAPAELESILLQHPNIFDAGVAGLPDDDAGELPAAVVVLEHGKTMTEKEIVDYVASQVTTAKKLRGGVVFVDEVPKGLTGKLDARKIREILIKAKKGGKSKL
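Purified P. pyralis luciferase (10nM final) with 10uM D-luciferin and 10uM ATP (Km levels) in 50mM Tris acetate pH 7.5, 10mM Mg acetate, 0.01% Tween-20, 0.05% BSA; qHTS 6-point titration, ~60 µM downward; luminescence read.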
NPC1 promoter act: NPC1 promoter activation; Huh7 NPC1 promoter luciferase reporter, 24 h; Potency, µM (top dose mostly 9.22 µM), inactives show top-dose activation, hits mostly activators; 320,000 tested, 2.4% active;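 also: % of control where 0% means no effect; nearly all actives have a fitted effect of over 60% in size; reporter is driven by a mutant NPC1 promoter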
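Cells: Huh7 expressing luciferase under the NPC1 promoter, 1500/well. Seeded 2 h, compound added, incubated 24 h at 37 °C. Luciferase reagent, 10 min ambient, then luminescence.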
p53 reactivator: restores transcriptional activity of mutant p53; H1299 p53-A138V BP100-luciferase reporter, luminescence, 24 h; Potency, µM (doses to about 92.2 µM), for inactives: top-dose activity change, positive = activation, most hits filed as activators; 320,000 tested, 0.063% active; also: % of control where 0% means no effect; nearly all actives have a fitted effect of over 45% in size
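H1299 (p53-null), stable ts p53-A138V + BP100-Luc; 1000 cells/well, Opti-MEM/10% FBS; cpd 4 pt, 1:5; 24 h, 37 deg C, 5% CO2; detection reagent 10 min RT; luminescence.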
Rab9 promoter act: activators of Rab9 promoter; Huh7 Rab9 promoter-luciferase reporter, luminescence, 24 h; Potency, µM (top dose mostly 9.22 µM), inactives show at the highest dose activation, negative = inhibition, actives largely listed as activators; 320,000 tested, 2.8% active; also: % of control where 0% means no effect; nearly all actives have a fitted effect of over 60% in size
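Promoter activation is measured as luciferase luminescence in Huh7 cells stably transfected with a Rab9 promoter–luciferase construct, following 24 h compound exposure at 37 °C and 10 min reagent incubation at ambient temperature.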
RORg inh: ROR gamma (mouse) transcription inhibition; Drosophila S2 Gal4-RORgamma UAS-luciferase reporter, 20 h; Potency, µM (titrated, usually from 53.6 µM), without a hit: top-dose activity change, negative = inhibition, most hits filed as inhibitors; 310,000 tested, 5.4% active; P51450; AID 2551; also: % is scaled to controls: 0 for no effect and ±100 for the full control effect; nearly all actives have a fitted effect of over 60% in size
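Compounds are pin-transferred onto Drosophila Schneider cells expressing a copper-inducible Gal4–ROR gamma transactivation domain fusion. After 1 hr, copper sulfate is added to 700 uM final; luciferase is read 20 hr later.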
Gal4-VP16 FLuc: Gal4-VP16 reporter inhibition counter-screen. Potency, µM (top dose mostly 53.6 µM), for inactives: at the top dose activity, negative = inhibition, usual class: inhibitors. Drosophila S2 Gal4-VP16 UAS-luciferase, luminescence, 20 h. 310,000 tested, 3.5% active;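 also: Gal4-VP16 expression switched on by copper sulfate through the metallothionein promoter; % is scaled to controls: 0 for no effect and ±100 for the full control effect; nearly all actives have a fitted effect of over 50% in size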
* hit, by the source's call; ? = inconclusive; . = not tested or not shown; [ ] = dose if it differs, or a comment. Unless noted, calls follow the shape of the dose curve; as a rule, active = well fitted curve in the direction sought with a large enough effect; inconclusive = small, poorly fitted or top-dose-only effect, or another doubt; inactive = no such curve, though single readings can be large; an effect the other way counts as inactive or inconclusive. Potency is read from the fitted curve at half-maximal effect. Only part of the results is shown; the hit share may differ from the screen's.

SMILES	MBNL1 CUG block	BRCA1 expr act	MLL CXXC-DNA inh	uPA generation	ELG1 genotox	FLuc counter	NPC1 promoter act	p53 reactivator	Rab9 promoter act	RORg inh	Gal4-VP16 FLuc
Cc1cc(=O)n(C(NC(=O)c2ccccc2)C(=O)c2ccccc2)cn1 (stereo not given)	-2%	45%	2%	11%	1%	-2%	-3%	?	21%	-2%	4%
Cc1cc(-n2cnc(-c3cn[nH]c3C)n2)no1	-11%	31%	-3%	2%	6%	-18%	12%	7%	11%	2%	6%
O=c1[nH]c(-c2ccc3c(c2)OCO3)nc2c1sc(=S)n2-c1ccccc1	39%[activator]	-5%	0%	3%	-6%	-1%	-5%	1%	-7%	-17%	0%
COc1ccc(N2CC(C(=O)O)CC2=O)cc1 (stereo not given)	-6%	13%	-3%	-7%	1%	2%	0%	-3%	2%	-22%	3%
CC(=O)Nc1ccccc1NC(=O)C/C(C)=N/NC(=O)c1ccccn1	-2%	?	-5%	?	?	-13%	-2%	6%	0%	0%	5%
O=C(Nc1ccccc1C(F)(F)F)c1cc(S(=O)(=O)N2CCOCC2)ccc1F	5%	21%	19%	-3%	0%	2%	-1%	-10%	-3%	-4%	1%
O=C1C(Cc2cccc([N+](=O)[O-])c2)S/C(=N/N=C/c2ccco2)N1c1ccccc1 (stereo not given)	.	-93%[inhibitor]	1%	-4%	0%	0%	-3%	3%	-4%	-8%	-7%
COc1ccc(S(=O)(=O)N2CCOCC2)cc1NC(=O)CSc1ccc(F)cc1	.	-10%	.	-11%	1%	2%	-1%	-8%	-4%	.	.
CC(C(=O)Nc1ccc2c(c1)OCO2)N(c1ccc(Cl)cc1)S(C)(=O)=O (stereo not given)	-8%	11%	-4%	0%	-2%	-25%[2.3 µM]	-1%	-11%	-4%	-4%	-17%
CC(=O)CSc1nc2c(c(=O)[nH]c(=O)n2C)n1CCCc1ccccc1	-4%	0%	-1%	-9%	?	0%	1%	-2%	3%	?	6%
COc1ccc(S(=O)(=O)N2CCN(CCC(=O)Nc3ccc(F)cc3)CC2)cc1	-2%	-17%	4%	4%	-1%	0%	-8%	1%	-8%	15%	3%
CC(C)C[C@H](NC(=O)N1CCCCCC1)C(=O)O	10%	4%	-4%	-6%	1%	-2%	-2%	3%	-2%	7%	2%
COc1ccc(NC(=O)Nc2nnc(CC(=O)Nc3ccccc3)s2)cc1	-2%	20%	-1%	1%	2%	4%	3%	3%	-8%	-34%	-12%
CCN1CCOC(CC(=O)Nc2cccc([N+](=O)[O-])c2)C1=O (stereo not given)	?	7%	-3%	-5%	1%	-1%	-3%	14%	6%	?	7%
CCOC(=O)C1C(C(=O)NN)C1C(=O)Nc1ccccc1 (stereo not given)	-9%	0%	1%	4%	-3%	-4%	5%	0%	9%	-9%	2%
CCOc1ccc(NC(=O)CCC(=O)NNC(=O)COc2ccc(C)cc2)cc1	-3%	37%	-18%	2%	7%	1%	-9%	3%	-2%	-6%	-10%
O=C(NNC(=O)C1CC(c2cccnc2)=NO1)Nc1cccc(F)c1 (stereo not given)	5%	33%	3%	0%	1%	-4%	6%	9%	0%	-27%	1%
Cn1ccnc1SCC(=O)NC1CCCCC1	9%	12%	11%	1%	1%	-3%	6%	1%	2%	0%	2%
CC(=O)Nc1ccccc1C(=O)C(=O)Nc1ccc(C)c(C)c1	.	?	-1%	-2%	?	?	2µM*	?	0.89µM*	?	19%
O=C(NCCc1ccc(Cl)cc1)C1CC(=O)N(CCc2ccccc2)C1 (stereo not given)	-6%	-4%	-1%	1%	0%[9.26 µM]	0%	0%	-4%	-1%	-1%	-6%
CCOc1ccc2nc(NC(=O)CSc3nc(SC)ns3)sc2c1	9%	-4%	34%[activator]	-1%	18%	24µM*	22%	8%	?	-34%	-4%
CCOC(=O)C1CCCN(/C=C2\SC(=S)N(CC)C2=O)C1 (stereo not given)	?	-6%	24%	4%	-4%	-1%	0%	-2%	1%	-2%	-2%
COc1ccccc1CNC(=O)c1ccncc1	4%	-14%	11%	12%	3%	-1%	1%	3%	3%	2%	2%
CC(=O)N1N=C(c2cccc(O)c2)CC1c1cccs1 (stereo not given)	2%	0%	0%	21%	-9%	-12%	-2%	9%	4%	24%	4%
COc1ccc(OCCOc2ccc(C)nc2[N+](=O)[O-])cc1	?	?	8%	0%	?	24µM*	?	?	?	40%	4%
Cc1ccc(C2CCN(C(=S)Nc3cccc(Cl)c3)C2)cc1 (stereo not given)	-6%	45%	5%	7%	2%	-16%	4%	?	-3%	10µM*	13µM*
CCCN(CCC)S(=O)(=O)c1ccc(C(=O)Nc2ccc(OCC(=O)N3CCOCC3)cc2)cc1	-11%	-1%[1.84 µM]	-5%	-2%	1%	6%	-9%	2%	-4%	-32%	?
O=C(NNC(=O)C1C2CCC(C2)C1C(=O)O)c1ccc(Cl)cc1 (stereo not given)	-1%	39%	-8%	3%	4%	-18%	7%	4%	10%	-4%	?
CCN(CC(O)COCc1ccc(Cl)cc1)C1CCCCC1 (stereo not given)	-11%	0%	6%	-6%	-9%	0%	-3%	7%	-29%	7%	-5%
CCOc1ccc(C(C)=O)cc1Cc1c(O)nc(N)[nH]c1=O	.	.	5%	.	1%	-1%	-2%	-2%	-3%	27%[10 µM]	-12%
O=C(O)C1CCCCC1C(=O)Nc1ccc2c(c1)CCC2 (stereo not given)	0%	5%	-1%	3%	7%	-17%	2%	4%	0%	5%	2%
CCCCC(CCC(=O)O)(C(=O)OCC)c1csc(Nc2ccccc2)n1 (stereo not given)	5%	72%	-12%	-2%	-3%	5%	-1%	-2%	-3%	4%	6%
C=CCn1c(=S)[nH]c2ccccc2c1=O	-6%	-6%	3%	-6%	5%	-3%	-1%	-4%	-1%	5.6µM*	4.5µM*
O=C(Cn1nc(Cl)nc1Cl)c1ccc([N+](=O)[O-])cc1	?	4%	-21%	-6%	-3%	2%	-1%	0%	1%	-17%	-7%
Cc1ccc(S(=O)(=O)/N=C(/NC(=S)Nc2cccc(C)c2)c2ccccc2)cc1	-2%	-21%	-6%	-2%	1%	-12%	1%	27%	-3%	?	13µM*
CSC1CCCCC1(O)CSc1nc2c(cc1C#N)CCCC2 (stereo not given)	7%	-48%	1%	4%	8%	4%	-3%	2%	0%	-12%[0.365 µM]	.
O=C(NC1CCCCC1)c1c2c(nc3ccccc13)CCC2	.	-4%	-5%	1%	0%	2%	-5%	2%	-2%	-1%	11%
N/C(Cc1ccc(Cl)c(Cl)c1)=N\OC(=O)c1cccs1	2%	0%	47%[activator]	.	0%	-12%	-3%	-1%	0%	3%	-29%
CCc1ccc(N=C2NC(=O)/C(=C/c3cc(OC)c(O)c(OC)c3)S2)cc1	19%	-44%	38%[activator]	-11%	13%	-16%	-1%	.	1%	-33%	?
Cc1c(Cl)cccc1NC(=S)N1CCN(c2ccccn2)CC1	-3%	-2%	19%	1%	5%	2%	-3%	2%	-4%	5%	0%
CCOc1ccc(NC(=O)COc2ccc3c(c2)OCO3)cc1	0%	3%	-5%	-2%	15%	-18%	0%	1%	-3%	0%	3%
C=CCN1C(=O)c2ccc(C(=O)NCCc3ccc(OC)c(OC)c3)cc2C1=O	13%	1%	-3%	2%	0%	-1%	0%	4%	-2%	0%	-2%
CCN(CC)c1ccc2cc(C(=O)O)c(=O)oc2c1	2%	37%	12%	.	8%	1%	1%	8%	14%	-17%	-6%
Cc1cc(-c2ccc(C(C)C)c(S(=O)(=O)N3CCN(c4ccccc4)CC3)c2)on1	2%	-26%	10%	2%	1%	-2%	-31%[inhibitor]	5%	-21%	-29%	-2%
CC1CCN(c2cc(=O)n(C3CCCCC3)c(=O)[nH]2)CC1	?	11%	-2%	-2%	?	0%	1%	?	27%	?	26%
Cc1ccc(C(=O)N/C(=C\c2ccc(Cl)cc2)C(=O)NCCCN2CCOCC2)cc1	-7%	-2%	-1%	-4%	2%	3%	-6%	-13%	1%	-3%	-11%
